HADH2 inhib: blocks human hydroxyacyl-CoA dehydrogenase type II. Potency, µM (titrated, usually from 57.1 µM), for the others: at the top dose activity change, negative = inhibition, usual class: inhibitors. recombinant HADH2, NADH fluorescence, beta-hydroxybutyryl-CoA. Q99714. 3.4% of 73,000 active; also: potency is read from the fitted curve at half-maximal effect; % is scaled to controls: 0 for no effect and ±100 for the full control effect; nearly all actives have a fitted effect of over 60% in size; many of its hits are not listed in these tables
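Activity measured as NADH fluorescence gain (360/450 nm), taken as the change between first and last reads of a 4-min kinetic run. Conditions: pH 9.0 Tris buffer, 20 nM E. coli-expressed His-tagged enzyme, 1 mM NAD+, 90 uM beta-hydroxybutyryl-CoA; 15-min compound preincubation.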
Casp1 inh: blocks human caspase-1 allosterically or competitively; P29466; Caspase-1 enzyme, Ac-WEHD-AFC fluorogenic rate; Potency, µM (titrated, usually from 57.5 µM), for inactives: at the top dose activity change, negative = inhibition, actives largely listed as inhibitors; 0.03% of 75,000 active;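 also: potency is read from the fitted curve at half-maximal effect; plate controls were vehicle for no effect and no substrate for full effect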
Target sequence (P29466 120-297 limits assumed): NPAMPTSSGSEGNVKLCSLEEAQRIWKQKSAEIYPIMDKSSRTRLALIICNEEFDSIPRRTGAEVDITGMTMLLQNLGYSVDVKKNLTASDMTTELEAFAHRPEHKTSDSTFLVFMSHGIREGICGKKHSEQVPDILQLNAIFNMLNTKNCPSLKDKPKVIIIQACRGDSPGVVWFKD
Target sequence (P29466 317-404 limits assumed): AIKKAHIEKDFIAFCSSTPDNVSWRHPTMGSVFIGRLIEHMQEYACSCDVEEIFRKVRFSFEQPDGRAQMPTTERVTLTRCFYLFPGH
DNA Pol III inh: DNA polymerase III holoenzyme inhibition; reconstituted DNA polymerase III holoenzyme replication, biochemical; Potency, µM (highest dose often 57.1 µM), without a hit: at the highest dose activity change, negative = inhibition; 0.25% of 71,000 active; also: potency is read from the fitted curve at half-maximal effect; % is scaled to controls: 0 for no effect and ±100 for the full control effect
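Reconstituted *E. coli* holoenzyme (0.35 nM Pol III, 1 nM beta, 154 nM SSB, 2 nM primase) was preincubated with compound for 15 min at RT. Synthesis on 1.4 nM ssM13Gori ran 35 min, then was stopped with PicoGreen/EDTA and read as dsDNA fluorescence.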
BRCT PPI green: inhibitors of human BRCA1 BRCT-phosphoprotein interaction (green fluorophore) | P38398 | Potency, µM (doses to about 76.9 µM), for the others: at the top dose activity change, negative = inhibition, hits mostly inhibitors | 0.05% of 75,000 active | BRCA1 BRCT-phosphopeptide binding, green fluorescence polarization;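 also: potency is read from the fitted curve at half-maximal effect; plate controls were peptide without protein for full effect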
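Fluorescence polarization: His-tagged BRCT (~35 kDa BRCA1 C-terminus, 250 nM) bound to 100 nM fluorescein-labeled phosphorylated 10-aa BACH1 peptide, pH 7.3 phosphate buffer with DTT and Tween 20. Compounds incubated 12 min at room temperature; inhibition read as lowered polarization.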
HEK293 cAMP cs: raises cAMP in parental HEK293 cells, TSHR agonist counter-screen. parental HEK293 CNG cAMP sensor, membrane potential fluorescence. Potency, µM (titrated, usually from 57.1 µM), for the others: top-dose activation, usual class: activators. 2.5% of 73,000 active. AID 938; also: potency is read from the fitted curve at half-maximal effect; % of control where 0% means no effect; nearly all actives have a fitted effect of over 55% in size
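Parental HEK 293 cells stably expressing a modified CNG channel (no TSHR) report cAMP rise as membrane depolarization. Membrane potential dye with 100 uM RO 20-1724 was loaded for 60 min at room temperature, then compound added for 30 min; fluorescence read at 590 nm.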
BRCT PPI red: inhibitors of human BRCA1 BRCT-phosphoprotein interaction (red fluorophore); AID 892; BRCT-phosphopeptide binding, red fluorescence polarization; 0.03% of 75,000 active; P38398; Potency, µM (highest dose often 76.9 µM), without a hit: top-dose activity change, negative = inhibition, actives largely listed as inhibitors; also: % is scaled to controls: 0 for no effect and ±100 for the full control effect
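Rhodamine-labelled pBACH1 10-mer (100 nM) bound to BRCT domain (100 nM) at pH 7.3; compounds incubated 12 min room temperature, polarization read. Free peptide defines full inhibition; unlabelled decapeptide titrated as control.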
USP2a inh: inhibitors of human ubiquitin-specific protease USP2a; AID 927; USP2a enzymatic assay, qHTS inhibition; 0.1% of 60,000 active; Potency, µM (doses to about 38.3 µM), without a hit: at the top dose activity change, negative = inhibition, usual class: inhibitors;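 also: potency is read from the fitted curve at half-maximal effect; nearly all actives have a fitted effect of over 60% in size; plate controls were DMSO for no effect and NEM full inhibition control for full effect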
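USP2 core (20 nM final) was preincubated with compound for 30 min at RT in 20 mM Tris-HCl pH 8.0, 2 mM CaCl2, 2 mM beta-mercaptoethanol; Ub-PLA2 (20 nM) plus NBD C6-HPC (20 uM) then added, fluorescence read after 2.5 h.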
ALOX15 inhib: blocks human 15-lipoxygenase activity; purified 15hLO-1, xylenol orange hydroperoxide absorbance; AID 887; P16050; 1.4% of 74,000 active; Potency, µM (top dose mostly 57.1 µM), without a hit: at the highest dose activity change, negative = inhibition, hits mostly inhibitors; also: potency is read from the fitted curve at half-maximal effect; % is scaled to controls: 0 for no effect and ±100 for the full control effect; nearly all actives have a fitted effect of over 55% in size
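40 nM 15hLO-1 + cpd, 15 min RT; start w/ 50 uM AA (final), 6 min RT; stop/detect w/ 200 uM XO + 300 uM Fe(II) in 50 mM H2SO4, 30 min; A573/A405. Buffer 25 mM Hepes pH 7.5, 0.01% Triton X-100. No-enzyme wells as negative control.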
Caspase-7 inhib: blocks human caspase-7 allosterically or competitively. recombinant caspase-7, Ac-DEVD-AFC fluorescence rate. Potency, µM (titrated, usually from 57.5 µM), for the others: at the top dose activity change, negative = inhibition, usual class: inhibitors. 0.02% of 75,000 active. AID 889. P55210; active = well fitted inhibition curve with a large enough effect in the main read-out, with a control signal flat, not every such curve was filed as active; inconclusive = small, poorly fitted or top-dose-only effect, or a change in a side signal; also: potency is read from the fitted curve at half-maximal effect; % of control where 0% means no effect
Rhodamine fluor: compound fluoresces in the rhodamine spectral region; 0.05% of 59,000 active; max dye-equivalent concentration, M; Rhodamine-region fluorescence, 547/598 nm, Tris buffer; stronger effect = higher value; in the data active = max dye-equivalent concentration above about 11 nM; inconclusive = between about 1.1 nM and that limit
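Compound fluorescence in 100 mM Tris, pH 8.0, read after 15 min at room temperature with 547 nm excitation and 598 nm emission. Output is dye-equivalent concentration from an on-plate rhodamine standard series.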
Tau filament bind: tau filament binding; recombinant tau filaments, thioflavin S fluorescence, 15 h; filaments grown with octadecylsulfate alongside compound; Potency, µM (titrated, usually from 57.1 µM), for the others: top-dose activity change, negative = inhibition; 2% of 71,000 active;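 also: potency is read from the fitted curve at half-maximal effect; % is scaled to controls: 0 for no effect and ±100 for the full control effect; actives lower thioflavin S fluorescence by blocking filaments or displacing dye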
Target sequence (P10636 whole entry, looked up): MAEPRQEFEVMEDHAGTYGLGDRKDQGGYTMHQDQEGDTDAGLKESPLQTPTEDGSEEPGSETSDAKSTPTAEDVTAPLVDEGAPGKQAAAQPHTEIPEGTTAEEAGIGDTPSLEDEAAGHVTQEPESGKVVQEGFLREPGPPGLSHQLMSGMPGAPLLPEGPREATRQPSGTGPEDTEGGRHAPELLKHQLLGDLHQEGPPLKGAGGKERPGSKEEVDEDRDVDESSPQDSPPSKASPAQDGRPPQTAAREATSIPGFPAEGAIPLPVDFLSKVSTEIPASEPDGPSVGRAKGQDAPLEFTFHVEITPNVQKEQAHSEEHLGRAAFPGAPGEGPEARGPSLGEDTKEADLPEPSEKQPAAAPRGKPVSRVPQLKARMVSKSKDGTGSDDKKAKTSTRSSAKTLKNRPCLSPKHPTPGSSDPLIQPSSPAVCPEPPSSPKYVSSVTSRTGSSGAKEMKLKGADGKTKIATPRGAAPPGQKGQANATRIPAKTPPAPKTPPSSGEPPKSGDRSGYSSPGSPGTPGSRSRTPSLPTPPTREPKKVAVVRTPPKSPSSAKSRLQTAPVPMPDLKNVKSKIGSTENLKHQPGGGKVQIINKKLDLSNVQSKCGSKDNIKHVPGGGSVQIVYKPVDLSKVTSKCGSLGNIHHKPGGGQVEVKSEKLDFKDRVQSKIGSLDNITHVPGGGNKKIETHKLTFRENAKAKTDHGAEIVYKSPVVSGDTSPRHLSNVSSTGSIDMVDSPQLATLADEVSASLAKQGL
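Recombinant tau protein (human, 1 uM final) plus 30 uM ODS in HEPES pH 7.4 with NaCl, DTT and thioflavine S. Compound present from the start; fluorescence at 510 nm after 15 h, 37 C.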
Starred values were filed as active, the others as inactive; i = inactive; ? = inconclusive; . = not tested or not shown; [ ] = remark or other dose. Unless noted, calls follow the shape of the dose curve; as a rule, active = well fitted curve in the direction sought with a large enough effect; inconclusive = small, poorly fitted or top-dose-only effect, or another doubt; inactive = no such curve, though single readings can be large; an effect the other way counts as inactive or inconclusive.

Start of the data: the first 2 entries, to show the layout:
SMILES | HADH2 inhib | Casp1 inh | DNA Pol III inh | BRCT PPI green | HEK293 cAMP cs | BRCT PPI red | USP2a inh | ALOX15 inhib | Caspase-7 inhib | Rhodamine fluor | Tau filament bind
COc1ccccc1-c1nc(C#N)c(N2CCc3ccccc3C2)o1 | -9% | -4% | 3% | 0.3% | ? | -2.4% | ? | -19% | -4% | i | 180%
COc1ccccc1OCc1nnc(SCCN2CCOCC2)o1 | -7% | 0% | 1% | 0.4% | 1% | 0.8% | 8% | -15% | 0% | i | -1%

This part in full, from the first entry:
SMILES | HADH2 inhib | Casp1 inh | DNA Pol III inh | BRCT PPI green | HEK293 cAMP cs | BRCT PPI red | USP2a inh | ALOX15 inhib | Caspase-7 inhib | Rhodamine fluor | Tau filament bind
COc1ccccc1-c1nc(C#N)c(N2CCc3ccccc3C2)o1 | -9% | -4% | 3% | 0.3% | ? | -2.4% | ? | -19% | -4% | i | 180%
COc1ccccc1OCc1nnc(SCCN2CCOCC2)o1 | -7% | 0% | 1% | 0.4% | 1% | 0.8% | 8% | -15% | 0% | i | -1%
Cc1ccc(S(=O)(=O)C(CCC(=O)N2CCOCC2)S(=O)(=O)c2ccc(C)cc2)cc1 | 15% | 1% | -4% | 0.3% | 0% | 1.3% | 11% | 3% | -1% | i | -1%
Cc1nc(N2CCOCC2)c2nc(-c3ccccc3)n(C(C)CN(C)C)c2n1 (stereo not drawn) | -7% | -2% | 2% | 0.3% | ? | 0.3% | . | 12% | 1% | . | -11%
COc1ccc(C(CC(=O)NCCCN2CCOCC2)NS(=O)(=O)c2ccc(C)cc2)cc1 (stereo not drawn) | 9% | 0% | -5% | -2.7% | 5% | -0.1% | -7% | -14% | 0% | i | -6%
COc1ccc(C(=O)CSc2nc3nc(C)cc(C)n3n2)cc1OC | ? | 2% | -1% | -0.1% | 0% | -0.8% | 7% | 5% | 1% | i | 12%
COC(=O)c1ccc2c(=O)n(CCCCCC(=O)NCc3ccccn3)c(=O)[nH]c2c1 | 18% | 0% | -6% | -2.2% | 3% | -0.3% | 5% | -1% | -2% | i | 1%
CN(Cc1ccccc1)C(=O)COC(=O)c1ccc2c(c1)OCO2 | -3% | -2% | -2% | -1.2% | -4% | 0.9% | -1% | 7% | 0% | i | 3%
Cc1cccc(OC(C)C(=O)N(Cc2cccs2)C2CCS(=O)(=O)C2)c1C (stereo not drawn) | -8% | 0% | -3% | 2.3% | 15% | 0.8% | 14% | -4% | 0% | i | -11%
Cc1ccnc(NC(=O)CCC(=O)N(CC(=O)NC2CCCCC2)c2cccc(C)c2C)c1 | -9% | -1% | 0% | -1.9% | 30% | 1.6% | 19% | 0% | 9% | i | 4%
O=C(CC1=NCCNC(c2ccccc2)C1)c1ccccc1O (stereo not drawn) | -1% | -8% | -4% | -0.7% | 23% | -0.2% | 218%[activator] | -23% | -8% | i | ?
COc1cc(NC(=O)c2ccc(-c3ccc(Br)cc3)o2)ccc1NC(=O)C(C)C | -25% | -14% | 3% | -2.8% | ? | -2.4% | 45%[activator] | -7% | -15% | i | 251%
Cc1ccc(N(C(=O)C2CCCO2)C2C=CS(=O)(=O)C2)cc1Cl (stereo not drawn) | 0% | 0% | -6% | -3.6% | 3% | -2.0% | -23% | -1% | 2% | i | -7%
COCCN(C(=O)c1cccc(OC)c1)c1nnc(-c2ccncc2)s1 | 29% | 1% | -1% | 0.6% | 20% | -1.2% | 16% | 0% | -1% | i | 5%
CC(C)(CN1CCCCC1)NS(=O)(=O)c1ccc(Cl)cc1 | -1% | 0% | -5% | -0.8% | ? | 0.6% | 4% | 2% | 1% | i | -3%
CC(=O)C1=C(Nc2ccc(C)cc2)CC(C)(O)C(C(C)=O)C1c1ccco1 (stereo not drawn) | -6% | 3% | -4% | -0.3% | 9% | 1.2% | 7% | 3% | -1% | i | -7%
O=C(N1CCOCC1)N(CCN1CCOCC1)Cc1cccc(Cl)c1 | 11% | 0% | 4% | -1.8% | 8% | -0.1% | 9% | 0% | 0% | i | 2%
CC(C)(C)C(=O)CSc1nc2ncc(Br)cc2[nH]1 | -21% | -2% | 4% | -1.6% | 5% | 0.0% | 3% | 16% | 0% | i | 0%
O=C(c1cccc(S(=O)(=O)NCCOc2ccccc2)c1)N1CCN(c2ncccn2)CC1 | 5% | 2% | -3% | -0.2% | 21% | -1.7% | 13% | 3% | -2% | i | 2%
CS(=O)(=O)N1CCC2(CCN(Cc3ccc(C#N)cc3)CC2)CC1 | -2% | -4% | -6% | -1.3% | -6% | -0.1% | 13% | 5% | -1% | i | -6%
Cc1noc(C)c1CSc1ncnc2sc(C)c(C)c12 | -3% | -3% | 9% | 2.7% | 25% | -1.7% | 3% | -17% | -3% | i | 52%
CCN1C(C)=C(C(=O)OC)C(c2ccccc2)N2C(=O)[C@](O)(C(=O)OC)CC(C#N)=C12 (stereo partly drawn) | 8%[11.4 µM] | 2%[11.5 µM] | . | -0.3%[15.4 µM] | -5%[11.4 µM] | 1.3%[15.4 µM] | . | 7%[11.4 µM] | 0%[11.5 µM] | . | .
Cn1ccc2cc(NC(=O)Nc3cccnc3)ccc21 | -2% | -2% | -6% | 25% | -18% | 0.3% | . | 1%[25.6 µM] | 4% | . | 22%
CC(=O)c1c(C)[nH]c(C(=O)OC2CCCCC2=O)c1C (stereo not drawn) | 5% | -2% | -7% | -0.1% | -14% | 1.0% | 3% | -9% | -1% | i | 24%
COc1cc2c(cc1NC(=O)CN1C(=O)NC3(CCc4ccccc43)C1=O)oc1ccccc12 (stereo not drawn) | ? | -2% | 10% | 0.6% | -2% | -2.5% | 11% | -6% | -7% | i | 50%
O=c1[nH]c(=O)n(C2CC(O)C(CO)O2)cc1F (stereo not drawn) | . | 3% | . | -0.3%[3.08 µM] | . | 1.6% | -12% | 1% | -1% | . | .
COc1ccc(N=[N+]([O-])c2ccc(OC)cc2)cc1 | -3% | -2% | 2% | -0.4% | -32%[inhibitor] | -0.9% | . | 2% | 0% | . | 0%
CC(C)(C)Nc1cccccc1=O | 6% | 0% | -7% | -0.6% | 8% | 0.7% | -1% | 7% | -2% | i | -1%
O=C(CSc1nnc(-c2cccnc2)n1Cc1ccccc1)NCc1ccco1 | -14% | -1% | -3% | 0.5% | 7% | -1.6% | 201%[activator] | -3% | -4% | i | 6%
COCCCN(C(C)=O)c1nc(-c2ccc(OC)cc2)cs1 | 10% | 2% | 0% | -3.7% | 10% | -2.1% | 0% | -1% | 1% | i | 3%
Cc1sc(NC(=O)CSc2nnc(COc3ccccc3)n2C)c(C#N)c1C | 1% | -3% | -2% | 0.6% | 6.3µM* | -0.8% | 2% | -5% | -2% | i | 194%
O=S(=O)(C/C(=C/CO)S(=O)(=O)c1ccccc1)c1ccccc1 | -19% | 0% | -5% | -0.7% | -3% | 0.2% | -5% | 9% | 1% | i | -5%
O=C(NCC(c1cccnc1)N1CCOCC1)C1CCCCC1 (stereo not drawn) | 6% | 1% | -8% | -1.9% | 14% | 0.3% | 6% | 6% | -5% | i | -6%
O=C(c1ccco1)N1CCC2(CCCN(c3ccncc3)C2)CC1 | -6% | -2% | 0% | -2.5% | 5% | -1.0% | 11% | 12% | 0% | i | 3%
FC(F)(F)c1ccccc1-c1cc(N2CCNCC2)ncn1 | -3% | 1% | -2% | -0.3% | 5% | -0.3% | 0% | 0% | 0% | i | 3%
C=CCNC(=O)c1ccc2nccnc2c1 | -23% | -3% | . | -0.2% | -8% | -3.0% | . | -14% | 0% | . | .
O=C(C1CCCN(S(=O)(=O)c2cnc[nH]2)C1)N(CCc1ccccc1)Cc1ccccc1 (stereo not drawn) | 8% | -1% | -3% | 3.0% | ? | 1.0% | . | -13% | 3% | . | 10%

No new results follow: entries from further up.
SMILES | HADH2 inhib | Casp1 inh | DNA Pol III inh | BRCT PPI green | HEK293 cAMP cs | BRCT PPI red | USP2a inh | ALOX15 inhib | Caspase-7 inhib | Rhodamine fluor | Tau filament bind
COCCCN(C(C)=O)c1nc(-c2ccc(OC)cc2)cs1 | 10% | 2% | 0% | -3.7% | 10% | -2.1% | 0% | -1% | 1% | i | 3%
Cc1sc(NC(=O)CSc2nnc(COc3ccccc3)n2C)c(C#N)c1C | 1% | -3% | -2% | 0.6% | 6.3µM* | -0.8% | 2% | -5% | -2% | i | 194%

Assay outcomes deposited in PubChem by National Center for Advancing Translational Sciences (NCATS).

Only part of the results is shown. The share of hits here may be higher or lower than overall.
